# Bioassay records deposited in PubChem BioAssay by Johns Hopkins Ion Channel Center.
# Kir21 inh: inhibitors of mouse Kir2.1 inward-rectifier potassium channel | P35561 | HEK293-Kir2.1, FluxOR thallium flux fluorescence; stronger effect = lower value | B-score at 10 µM | 0.85% of 310,000 active;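 active means fluorescence ratio B-score at or below minus 3 SD of library scores, with starting-brightness B-score within 2 SD, cut at about -4.2 in these data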;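 further: channel flux triggered by added potassium and thallium sulfate stimulus; B-score of peak minus minimum fluorescence over baseline after thallium stimulus; more negative B-score means stronger Kir2.1 block with less thallium influx; some compounds called inactive have numbers as strong as hits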
# KCNQ2 block: KCNQ2 channel blockers in CHO-K1 cells – cell-based, FluxOR thallium flux, B-score, primary screen (AID 2156); 20 min; stronger effect = lower value; B-score at 10 µM; 1.1% of 310,000 active;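 active means fluorescence ratio B-score at most minus 3 library SDs, with starting brightness B-score within 2 library SDs, cut at about -5.5 in these data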
# Target sequence (O88943 whole entry, looked up): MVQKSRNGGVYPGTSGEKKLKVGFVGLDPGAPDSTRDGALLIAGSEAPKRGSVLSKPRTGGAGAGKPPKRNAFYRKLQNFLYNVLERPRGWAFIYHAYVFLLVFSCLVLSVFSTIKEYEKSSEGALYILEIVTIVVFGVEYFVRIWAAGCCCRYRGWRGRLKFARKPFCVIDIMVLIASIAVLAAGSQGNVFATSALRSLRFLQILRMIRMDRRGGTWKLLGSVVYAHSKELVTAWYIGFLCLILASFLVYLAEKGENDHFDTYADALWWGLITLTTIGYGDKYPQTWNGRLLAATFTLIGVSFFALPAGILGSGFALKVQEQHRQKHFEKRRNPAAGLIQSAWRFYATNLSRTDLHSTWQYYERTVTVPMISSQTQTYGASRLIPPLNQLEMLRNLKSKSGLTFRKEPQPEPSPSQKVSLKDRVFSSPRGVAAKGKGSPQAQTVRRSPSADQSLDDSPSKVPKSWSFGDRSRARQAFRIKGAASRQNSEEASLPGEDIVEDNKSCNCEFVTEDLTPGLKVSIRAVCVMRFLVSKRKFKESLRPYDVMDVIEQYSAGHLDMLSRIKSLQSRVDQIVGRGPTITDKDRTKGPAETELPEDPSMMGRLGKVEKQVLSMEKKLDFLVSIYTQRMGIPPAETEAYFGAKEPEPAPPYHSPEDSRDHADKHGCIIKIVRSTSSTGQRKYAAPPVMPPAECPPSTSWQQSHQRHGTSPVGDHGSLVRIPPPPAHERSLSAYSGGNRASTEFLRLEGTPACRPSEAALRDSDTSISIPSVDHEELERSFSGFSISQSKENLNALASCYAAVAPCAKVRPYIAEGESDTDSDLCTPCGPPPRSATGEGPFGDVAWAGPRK
# An asterisk follows results filed as active; i = inactive. Rows are unselected (roughly 1.9% active in at least one column).
SMILES,Kir21 inh,KCNQ2 block
Cc1cc(Nc2ccccc2C(=O)O)n(-c2cccc(Cl)c2)n1,-0.12,i
CCCC(=O)Nc1ccc(NC(=O)Cc2ccccc2)cn1,-0.68,i
NC(=O)C1CCN(C(=O)CCSCc2ccccc2)CC1,0.97,i
Cc1cc(S(=O)(=O)N2CCN(c3ccc(F)cc3)CC2)c(C)s1,1.3,i
Cc1ccc(C(=O)N/C(=C\c2cccc([N+](=O)[O-])c2)C(=O)NC(Cc2ccccc2)C(=O)O)cc1 (stereo unspecified),1.2,i
CCc1ccc(NC(=O)Nc2cc(C(=O)O)ccc2N2CC3CC(C2)c2cccc(=O)n2C3)cc1 (stereo unspecified),-0.41,i
COc1ccc(C(CC(=O)N2CCCC(C)C2)c2c(OC)cc(OC)c3ccc(=O)oc23)cc1 (stereo unspecified),1,i
Cc1cccc(N2C(=S)NC3c4cc(Cl)ccc4OC2(C)C3C(=O)N(C)C)c1 (stereo unspecified),0.91,i
O=[N+]([O-])c1ccc(/C=[N+](\[O-])CCO)o1,0.04,i
Cc1ccc(-c2nc(C)sc2CC(=O)OCC(=O)Nc2cccc([N+](=O)[O-])c2)cc1,-1.1,i
CCc1c(C)sc(NC(=S)N2CCN(CC)CC2)c1C(=O)OC,-0.27,i
C(=C\c1ccccc1)/CSc1nnc(-c2cccnc2)o1,-0.74,i
CC1(C)Cc2c(cnn2-c2ccc(F)cc2)C(NC(=O)CN2CCCC2=O)C1 (stereo unspecified),-0.17,i
Cc1nc2oc3c(=O)[nH]cnc3c2c2c1COC(C)(C)C2,0.29,i
COC(=O)c1ccc(NC(=S)NC2c3ccccc3CC2O)cc1 (stereo unspecified),1.3,i
CC1(C)CSC(=NCc2ccccc2)N1C(=O)c1cccc([N+](=O)[O-])c1,-1.3,i
O=C1c2ccccc2C(=O)N1c1ccc(Br)c2cccnc12,2.7,i
Cn1cccc1-c1nc2ccc(NC(=O)c3cccs3)cc2[nH]1,-0.84,i
COc1ccc(OC)c(NC(=O)c2oc3c(c2C)C(O)CC(C)(C)C3)c1 (stereo unspecified),0.26,i
Cc1cc(C)nc(NC(=O)CSc2nnnn2-c2ccccc2)n1,1.2,i
O=C(Nc1ccccc1)Nc1ccccc1Br,-2.7,i
Cc1ccc(NC(=S)N2CCC(NC(=O)c3cccc(F)c3)CC2)cc1,1.6,i
Cc1occc1C(=O)N/N=C/c1cccc2ccccc12,0.7,i
CCOc1cc(S(=O)(=O)NCCc2cccc(C)c2)c(OCC)cc1-n1cnnn1,-3.5,i
COC(=O)c1sc2ccccc2c1-n1cccc1C(=O)C(=O)Nc1ccc(C)cc1,-0.01,i

# (further entries)
SMILES,Kir21 inh,KCNQ2 block
Cc1cccc(N(CC(=O)NCCSc2nc3ccccc3s2)S(=O)(=O)c2ccccc2)c1,0.03,i
COc1ccccc1NS(=O)(=O)c1cc(NC(=O)C(C)C)ccc1N1CCCCC1,0.79,i
Cc1ccc(C)c(-c2nc3ccc(N)cc3[nH]2)c1,1.7,i
CCCCOc1ccc(N(CC(=O)NCc2ccco2)C(=O)CCC(=O)Nc2nccs2)cc1,-0.21,i
NC(=O)c1ccsc1NC(=O)c1ccc(S(=O)(=O)N2CCCCC2)cc1,0.16,i
Cc1nn(C(C)C(=O)NCc2ccc(Cl)cc2)c(=O)c2cc3occc3n12 (stereo unspecified),2.1,i
COc1ccc(C(C)=O)cc1CSc1nc2cc(C(=O)O)ccc2c(=O)n1Cc1ccccc1,-0.76,i
COC(=O)/C=C1\N/C(=N/c2nc(C)c3cc(OC)ccc3n2)NC1=O,0.18,i
COc1cccc(-c2nc(=S)c3c(o2)CCCC3)c1,-0.8,i
CCCN1CCN(C(=O)c2ccc(CS(=O)c3ccc(F)cc3)o2)CC1 (stereo unspecified),1.9,i
O=C(NC(=S)Nn1cnnc1)c1ccccc1Br,0.87,i
COc1ccc2nc(C)cc(N/N=C/c3cccc(OC)c3O)c2c1,0.23,i
CC(c1nccs1)N(C)C(=O)c1cn(Cc2cccc3ccccc23)nn1 (stereo unspecified),0.64,i
Cc1cccc(Nc2nc(NCC3CCCO3)nc(N)c2[N+](=O)[O-])c1 (stereo unspecified),0.09,i
COc1ccc2cc(C(=O)Nc3ccccc3)sc(=O)c2c1OC,0.81,i
COc1cccc(/C=C/C(=O)N2CC(C)OC(C)C2)c1OC (stereo unspecified),1.6,i
CCC1S/C(=C(\C#N)C(N)=O)N(c2ccc(F)cc2)C1=O (stereo unspecified),0.72,i
C/C(=N\Nc1nncc2ccccc12)c1ccc(O)cc1,0.03,i
CCN(Cc1ccccc1)c1c(C(=O)O)cnc2c1cnn2C,1.3,i
Cc1nnsc1NC(=O)OCc1ccc(Cl)cc1Cl,-1.2,i
CCC(CC)COC(=O)C1=C(C)NC(=O)NC1c1cc(OC)ccc1OC (stereo unspecified),-0.68,i
O=C(NCCc1nccs1)C1CCC(=O)N(CCc2ccc(Cl)cc2)C1 (stereo unspecified),-2.2,i
Cn1c(=O)n(-c2cccc(Cl)c2)c(=O)n1C,0.13,i
CCn1c(SCC(=O)Nc2cccc(F)c2)nc2c(c1=O)SC(C)C2 (stereo unspecified),-0.85,i
CCc1noc(C)c1C(=O)Nc1cc(S(=O)(=O)N(CC)CC)ccc1N1CCCC1,-0.65,i

# Next structures.
SMILES,Kir21 inh,KCNQ2 block
CN(C)CCNS(=O)(=O)c1ccc(N2CCc3ccccc32)c([N+](=O)[O-])c1,-1,i
CCOc1ccc2oc(-c3ccccc3)c(C(=O)O)c2c1,-0.22,i
COc1cccc(CC2(CO)CCCN(C/C=C/c3ccccc3OC)C2)c1 (stereo unspecified),-0.19,i
CCC(=O)Nc1ccc(Cl)c(NC(=O)c2ccc(Br)o2)c1,2.6,i
Cn1c(N)c(Sc2ccc([N+](=O)[O-])cc2)c(=O)n(C)c1=O,-0.44,i
Cc1ccc(-n2ncc(-c3nnc(SCC(=O)NC4CCCC4)o3)c2N)cc1C,0,i
O=C(NC(=S)Nc1ccc(Br)c(Cl)c1)C1CC1,0.51,i
COc1ccc(CNC(=O)/C(C#N)=C2\N=C(NC(=O)c3cccs3)c3ccccc32)cc1,0.52,i
COC(=O)c1cc(CNC(=O)c2sccc2-c2ccccc2)ccc1OC,-0.24,i
O=C(CNC(=O)c1ccc(Cl)cc1Cl)Nc1ccc(F)cc1,4,i
O=C(O)c1cc(N/N=C/c2c(O)ccc3ccccc23)ccc1Cl,1.3,i
CCC(=O)N1CCN(c2ccc(NC(=O)c3cc4ccccc4o3)cc2)CC1,0.02,i
Cc1ccccc1NC(=O)CN1C(=O)c2cccnc2Oc2ccc(Cl)cc21,-1,i
COc1ccc(NC(=O)CC2C(=O)N(c3ccc(OC)cc3)C(=S)N2NC(=O)c2cccc(F)c2)cc1 (stereo unspecified),0.28,i
O=C1CN(C(=O)CSc2nc(-c3ccccc3)cs2)c2ccccc2N1,-2.6,i
Cc1csc(SCC(=O)Nc2cc(S(=O)(=O)N(C)C)ccc2C)n1,-0.53,i
CN1C(=O)CC(NNC(=O)c2ccc(Cl)cc2)C1=O (stereo unspecified),0.79,i
COc1ccccc1CNC(=O)C(C)NS(=O)(=O)c1ccc(Br)cc1 (stereo unspecified),0.05,i
CC(=O)c1c(C)nc2nonc2c1N,1.3,i
COc1ccc(CCNC(=O)C2CCN(S(C)(=O)=O)CC2)cc1OC,-0.08,i
CCn1ccnc1C(O)(c1ccccc1)c1ccccc1,0.01,i
O=C(CSc1nc2ccccc2c(=O)n1-c1ccc(F)cc1)NCc1ccco1,0.47,i
COc1cc(C(=O)Oc2cccc(Nc3ncnc4ccccc34)c2)cc(OC)c1OC,2,i
CCC(CC)NC(=O)Nc1ccccc1C(F)(F)F,2.7,i
CCCCCCN(C(=O)CCCCCN1C(=O)NC(c2ccc(-c3ccccc3)cc2)C(C(=O)OCc2ccccc2)=C1C)C(C(=O)NCCCC)c1cccc(C(=O)OC)c1 (stereo unspecified),1.2,i

# (further entries)
SMILES,Kir21 inh,KCNQ2 block
Clc1ccc(Cc2nc(-c3ccncc3)no2)cc1,0.22,i
CCCCCC(=O)Nc1ccc(-c2nnc3n2CCCCC3)cc1,-2.5,i
O=C1N=C(N2CCCCC2)S/C1=C\c1ccncc1,-0.3,i
COc1ccccc1N1CCN(C(=O)c2ccc(S(=O)(=O)N3CCCC3)cc2)CC1,0.9,i
COc1cc(C)c(Cl)cc1S(=O)(=O)n1cnc(C)c1,-0.04,i
O=C(Nc1ccc2oc(=O)ccc2c1)c1cccnc1Cl,-2.5,i
COc1ccc(Oc2nc(-c3ccccc3)ncc2C(=O)O)cc1,-0.02,i
COc1cc2ccccc2cc1C(=O)NCCCN1CCOCC1,1.1,i
CCOC(=O)c1cc2c(ccn2C)n1CC(=O)Nc1ccc(F)cc1,1.1,i
CC(=O)N1c2ccc(S(=O)(=O)NCC3CCC(C(=O)N4CC(C)CC(C)C4)CC3)cc2CC1C (stereo unspecified),0.66,i
Cc1cccc(-c2nnc(SCC(=O)Nc3cc(C)on3)n2C)c1,0.92,i
Cc1cccc(N2CCN(C(=O)NC3CCCCC3)CC2C)c1 (stereo unspecified),-0.12,i
CCC(C)(C)NC(=O)C(c1cccnc1)N(C(=O)c1csnn1)c1ccc(C)cc1 (stereo unspecified),-0.09,i
Cc1cc(NS(=O)(=O)c2ccc(NC(=O)NC(C)(C(F)(F)F)C(F)(F)F)cc2)no1,0.87,i
CCOC(=O)C(CC)n1cnc2c(oc3ccccc32)c1=O (stereo unspecified),-0.35,i
CNC(=S)N(Cc1ccco1)Cc1cc2cc3c(cc2[nH]c1=O)OCCO3,0.64,i
CCC1(CC)NC(=O)N(CC(=O)Nc2sc3c(c2C(N)=O)CCC3)C1=O,1.2,i
Cc1c(CN2CC[C@@H](N3CCN(c4ccccn4)CC3)[C@H](O)C2)[nH]c2ccc(F)cc12,0.12,i
COc1cc(OC)c(OC)cc1CNC(=O)c1cc(=O)c2ccccc2o1,3.1,i
CS(=O)(=O)N(CC(=O)Nc1ccc(Cl)c(Cl)c1)C1CCCCC1,0.07,i
COc1ccc(C2(O)CCN(C(=O)NC3CCCCC3)CC2)cc1,0.77,i
CC(C)c1nnc(NC(=O)CCS(=O)(=O)c2nc(-c3cccs3)cc(C(F)(F)F)n2)s1,-0.76,i
Cc1cc(C)c(NC(=O)COC(=O)C2CCC2)c(Cl)c1,0.68,i
O=C(Cn1cc(C(=O)c2cccs2)c2ccccc21)NC1CCCCC1,0.74,i
COc1ccccc1Nc1nnc(SCC(=O)N2CCCC2=O)s1,-0.18,i

# A draw from above in order of formula weight, rising:
SMILES,Kir21 inh,KCNQ2 block
Clc1ccc(Cc2nc(-c3ccncc3)no2)cc1,0.22,i
O=C1N=C(N2CCCCC2)S/C1=C\c1ccncc1,-0.3,i
Cc1cc(C)c(NC(=O)COC(=O)C2CCC2)c(Cl)c1,0.68,i
O=C(Nc1ccc2oc(=O)ccc2c1)c1cccnc1Cl,-2.5,i
Cc1cccc(N2CCN(C(=O)NC3CCCCC3)CC2C)c1 (stereo unspecified),-0.12,i
CCCCCC(=O)Nc1ccc(-c2nnc3n2CCCCC3)cc1,-2.5,i
COc1cc2ccccc2cc1C(=O)NCCCN1CCOCC1,1.1,i
COc1ccc(C2(O)CCN(C(=O)NC3CCCCC3)CC2)cc1,0.77,i
CCOC(=O)c1cc2c(ccn2C)n1CC(=O)Nc1ccc(F)cc1,1.1,i
COc1cc(OC)c(OC)cc1CNC(=O)c1cc(=O)c2ccccc2o1,3.1,i
CS(=O)(=O)N(CC(=O)Nc1ccc(Cl)c(Cl)c1)C1CCCCC1,0.07,i
CNC(=S)N(Cc1ccco1)Cc1cc2cc3c(cc2[nH]c1=O)OCCO3,0.64,i
Cc1c(CN2CC[C@@H](N3CCN(c4ccccn4)CC3)[C@H](O)C2)[nH]c2ccc(F)cc12,0.12,i
COc1ccccc1N1CCN(C(=O)c2ccc(S(=O)(=O)N3CCCC3)cc2)CC1,0.9,i
Cc1cc(NS(=O)(=O)c2ccc(NC(=O)NC(C)(C(F)(F)F)C(F)(F)F)cc2)no1,0.87,i

# Next section:
SMILES,Kir21 inh,KCNQ2 block
CN(C)c1nc(F)c(F)c(S(=O)(=O)c2ccccc2)c1F,0.26,i
COc1ccc(C(CNC(=O)c2cc(C)oc2C)N2CCOCC2)cc1 (stereo unspecified),0.96,i
CCOC(=O)c1ccccc1NC(=O)COC(=O)c1cc([N+](=O)[O-])ccc1N1CCOCC1,-0.51,i
CC1CCN(CCCCOc2ccc(C(C)(C)C)cc2)CC1,-4.1,i
COc1ccc(-c2c(C#N)c(N)n(N)c(=O)c2C#N)cc1Cl,-0.38,i
CCOC(=O)NNC(=O)CCn1c2c(c3ccccc31)CCCC2,-0.31,i
Cc1ccc(S(=O)(=O)N2CCOCC2)cc1C(=O)OCCOc1cccc(Cl)c1,-0.25,i
CCCCn1c(N)c(N(CC(C)C)C(=O)c2cc(C)oc2C)c(=O)[nH]c1=O,0.24,i
Cc1ccc(S(=O)(=O)NCC(=O)N(CC2CCCO2)C(C(=O)NCC2CCCO2)C(C)C)cc1 (stereo unspecified),1.5,i
COc1ccc2[nH]c(=O)c(CN(C(=O)c3ccncc3)C(C)C)cc2c1,-2.5,i
CCOC(=O)CC1C(=O)NCCN1S(=O)(=O)c1cc(Cl)c(Cl)cc1Cl (stereo unspecified),0.56,i
COc1ccc(-c2cn3cccnc3n2)cc1NC(=O)C1CCCC1,-1.4,i
c1ccc(-c2ccc3c(c2)NC(C2Nc4cc(-c5ccccc5)ccc4O2)O3)cc1 (stereo unspecified),-0.03,i
Cc1cccc(C)c1NC(=S)N(CCN(C)C)C(C)c1cccnc1 (stereo unspecified),-0.68,i
CC1(C)OC(=O)C(=CNc2ccccn2)C(=O)O1,-0.42,i
O=C(Nc1cccc(N=Cc2cc(Br)cc(Br)c2O)c1)c1ccco1,-0.82,i
Cc1nc(N2CCOCC2)nc(OCCN(C)C)c1[N+](=O)[O-],1.3,i
